Assay outcomes deposited in PubChem BioAssay by Broad Institute.
CFTR F508del cor – correctors of CFTR F508del function in bronchial epithelial cells. CFBE cells, YFP halide quenching; stimulated with forskolin plus potentiator P3; % fluorescence drop versus neutral controls. activity (quench increase), % at 7.58 µM. 350,000 compounds, 0.36% hits;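 active means mean added fluorescence quench of at least 8% versus neutral control, with both replicates also reaching 8%; inconclusive means only one of the mean or replicate conditions met; inactive means mean below 8% and not both replicates reaching 8%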;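 further: cells transiently co-express mutant CFTR-F508del with the halide-sensitive YFP; corrector assay measuring rescue of mutant channel to the surface after 24 h compound exposure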
ERAP1 HTS inh – inhibitors of human ERAP1 aminopeptidase; recombinant ERAP1, Leu-AMC fluorescence, 60 min; 340,000 compounds, 0.15% hits; inhibition, % at 10.7 µM; Q9NZ08;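 active means mean replicate inhibition of at least 30%, or all replicates individually reaching that 30% level; inactive means mean below 30% and not every replicate reaching it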;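 further: 0% = neutral control wells and 100% = L-leucinethiol positive control wells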
CASP6 VEID inh – caspase-6 (human) enzyme inhibition; inhibition, % at 12.5 µM; 350,000 compounds, 0.53% hits; P55212; purified caspase-6, Z-VEID-R110 cleavage fluorescence;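 active means mean inhibition across replicates at least about 35%, with every replicate also reaching that limit, limit read from the data; inconclusive means only one of the two criteria met; inactive means neither criterion met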;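 further: 0% = median of neutral control wells and 100% = no fluorescence left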
Target sequence (P55212 24-179 limits assumed): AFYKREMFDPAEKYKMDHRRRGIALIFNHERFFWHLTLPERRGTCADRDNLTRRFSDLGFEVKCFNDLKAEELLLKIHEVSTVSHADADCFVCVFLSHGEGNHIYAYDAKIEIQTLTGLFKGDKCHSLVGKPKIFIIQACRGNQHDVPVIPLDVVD
Target sequence (P55212 194-293 limits assumed): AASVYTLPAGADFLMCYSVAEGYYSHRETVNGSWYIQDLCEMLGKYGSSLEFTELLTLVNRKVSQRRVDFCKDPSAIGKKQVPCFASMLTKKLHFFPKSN
SIRT5 inh – inhibitors of human sirtuin-5 desuccinylase | Q9NXA8 | Purified SirT5, succinyl-peptide AMC, trypsin-coupled fluorescence | inhibition, % at 15 µM | 330,000 compounds, 1.1% hits | AID 652115; in the data active means inhibition above about 15%; inconclusive means no clear call, values can overlap the other calls
Target sequence (Q9NXA8 whole entry, looked up): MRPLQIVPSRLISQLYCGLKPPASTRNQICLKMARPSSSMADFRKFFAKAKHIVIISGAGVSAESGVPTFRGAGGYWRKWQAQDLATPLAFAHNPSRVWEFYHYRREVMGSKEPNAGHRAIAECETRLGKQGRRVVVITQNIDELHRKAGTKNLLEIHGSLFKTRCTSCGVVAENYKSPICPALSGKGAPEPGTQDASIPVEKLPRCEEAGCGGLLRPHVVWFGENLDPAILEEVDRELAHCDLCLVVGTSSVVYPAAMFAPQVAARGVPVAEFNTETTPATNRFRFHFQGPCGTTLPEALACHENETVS
miR122 inh – miR-122 inhibition in Huh7 cells | Huh7 miR-122 Renilla luciferase sensor, 48 h; neutral wells = 0, positive control = 100 | activation (reporter increase), % at 12.5 µM | 340,000 compounds, 0.3% hits | AID 602342;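 active means mean replicate activation score at least 90 and every replicate individually at or above 90; inconclusive means only one of the two criteria met; inactive means neither criterion met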;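 further: higher luciferase means less miR-122 activity so hits act as miR-122 inhibitors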
ERp5 block – ERp5 (human) disulfide isomerase inhibition | Q15084 | ERp5 insulin aggregation, absorbance 650 nm, 90 min | inhibition, % at 9.99 µM | 350,000 compounds, 0.05% hits | AID 651711;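 active means mean replicate inhibition above about 25%, with every replicate also reaching it, limit read from the data, passing the limit was not always enough; inconclusive means only one of those two criteria met; inactive means neither criterion met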
Target sequence (Q15084 whole entry, looked up): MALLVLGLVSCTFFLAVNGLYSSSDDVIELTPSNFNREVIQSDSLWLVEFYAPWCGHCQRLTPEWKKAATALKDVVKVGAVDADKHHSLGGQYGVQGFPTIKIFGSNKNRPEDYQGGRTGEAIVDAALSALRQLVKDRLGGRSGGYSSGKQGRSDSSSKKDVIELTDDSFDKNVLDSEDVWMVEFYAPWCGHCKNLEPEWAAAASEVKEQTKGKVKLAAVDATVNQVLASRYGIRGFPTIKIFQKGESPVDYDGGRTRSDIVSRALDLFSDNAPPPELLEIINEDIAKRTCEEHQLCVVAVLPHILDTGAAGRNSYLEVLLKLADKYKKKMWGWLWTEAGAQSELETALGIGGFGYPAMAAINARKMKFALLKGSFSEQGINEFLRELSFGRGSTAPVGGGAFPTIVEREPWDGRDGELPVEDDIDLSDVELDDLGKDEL
DENV2 CPE – DENV2-induced cell death inhibition; AID 651640; CPE inhibition, % at 9.99 µM; DENV2-infected cells, cytopathic effect rescue, plate reader; 350,000 compounds, 1.7% hits; in the data active means CPE inhibition above about 20%, passing the limit was not always enough; inconclusive means no clear call, values can overlap the other calls; tested in BHK-21 cells;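 further: 0% = median of neutral control wells and 100% = median of positive control wells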
An asterisk follows results filed as active; ? = inconclusive; . = no result given; [ ] = another dose, or the depositor's remark.

nr	mol	CFTR F508del cor	ERAP1 HTS inh	CASP6 VEID inh	SIRT5 inh
1	Cc1[nH]c(=O)c(C#N)c(C)c1CCC(=O)NCc1cccc(C(F)(F)F)c1	-2.7	-3	1	-4
2	N#Cc1ccc(Oc2cccc3cccnc23)c([N+](=O)[O-])c1	1.5	4	-2	-8
3	CC(=O)N(C)C[C@@H]1Oc2cc(C#Cc3cccc(F)c3)ccc2S(=O)(=O)N([C@@H](C)CO)C[C@@H]1C	4.2	1	4	8
4	COc1ccccc1NC(=O)CCCc1c[nH]c2ccccc12	-0.1	0	1	-1
5	C[C@@H](NC(=O)C(=O)c1c[nH]c2ccccc12)c1ccccc1	1.0	-1	-2	0
6	COc1cc(OC)cc(C(=O)NNC(=O)c2ccc(S(=O)(=O)N(C)c3ccccc3OC)cc2)c1	1.3	2	0	2
7	O=C1CC(NNc2ccccc2)C(=O)N1c1ccccc1 (configuration not stated)	-1.8	2	5	-1
8	Cc1cccc(Nc2ncnc3ccccc23)c1	.	1	0	-1
9	CN(Cc1cc([N+](=O)[O-])ccc1Cl)C(=O)C[n+]1ccccc1	1.8	-9	-16	-4
10	Cc1ccc(C(=O)Nc2cc(Cl)ccc2-n2cncn2)s1	0.2	4	1	2
11	CCOC(=O)N1CCN(c2c(N3CCOCC3)c(=O)c2=O)CC1	-1.1	4	1	2
12	COc1ccc(CC(=O)N2CCC(n3nccc3NC(=O)C3CC3)CC2)cc1	-1.2	-4	-3	0
13	Oc1ccc(C(=S)N2CCN(c3cccc(Cl)c3)CC2)cc1	-1.4	-3	4	-3
14	CCSc1ccccc1C(=O)N1CCC2(CC1)CC(=O)c1ccccc1O2	-2.5	2	1	-4
15	COCC(=O)N(C)C[C@H]1Oc2cc(C3=CCCC3)ccc2S(=O)(=O)N([C@H](C)CO)C[C@@H]1C	1.5	.	.	0

nr	miR122 inh	ERp5 block	DENV2 CPE
1	.	-1	28*
2	.	0	3
3	8[16.7 µM]	1	4
4	-2	-3	-1
5	1	3	-2
6	2	-3	2
7	.	0	5
8	-2	-10	.
9	-4	2	-6
10	4	-4	7
11	-8	5	0
12	-6	-2	-3
13	.	1	15
14	.	-4	6
15	.	3	?

Pulled by compound from the list above:
nr	mol	CFTR F508del cor	ERAP1 HTS inh	CASP6 VEID inh	SIRT5 inh
1	Cc1[nH]c(=O)c(C#N)c(C)c1CCC(=O)NCc1cccc(C(F)(F)F)c1	-2.7	-3	1	-4
4	COc1ccccc1NC(=O)CCCc1c[nH]c2ccccc12	-0.1	0	1	-1
7	O=C1CC(NNc2ccccc2)C(=O)N1c1ccccc1 (configuration not stated)	-1.8	2	5	-1

nr	miR122 inh	ERp5 block	DENV2 CPE
1	.	-1	28*
4	-2	-3	-1
7	.	0	5

Next part
nr	mol	CFTR F508del cor	ERAP1 HTS inh	CASP6 VEID inh	SIRT5 inh
16	O=C(C[C@@H]1CC[C@H]2[C@@H](COC[C@@H](O)CN2C(=O)Nc2ccc(F)cc2)O1)NCC1CC1	-1.3	0	-6	3
17	Clc1ccc(-c2cn3cc(Cl)ccc3n2)cc1	5.5	-2	0	-4
18	O=C(Nc1ccc2c(c1)OCCO2)C(c1ccnc2ccccc12)N1CCN(c2ccc(F)cc2)CC1 (configuration not stated)	-1.0	-2	-2	29*
19	CCN1C[C@@H]2[C@@H]3C(=O)N(C)C(=O)[C@@H]3[C@](CC)(C(=O)OC)N2C1=NCc1ccccc1	-0.1	2	-2	-3
20	CCOC(=O)C(=O)NNc1ccccc1C	3.3	-1	-2	-2
21	Cc1[nH]n(-c2ccc(Cl)cc2)c(=O)c1C=NC12CN3CN(CN(C3)C1)C2	-0.2	0	-1	2
22	CCN1C(=O)CC(N2CCC(C(=O)N3CCCCCC3)CC2)C1=O (configuration not stated)	0.6	.	-1	-5
23	COCCNC(=O)C[C@@H]1CC[C@@H]2[C@H](COC[C@@H](O)CN2Cc2ccc(Cl)c(Cl)c2)O1	1.1	2	14	1
24	COc1ccccc1OC(C)C(=O)Nc1ccc(S(=O)(=O)Nc2nccs2)cc1 (configuration not stated)	-3.0	-2	3	.
25	CC1(C(=O)NCC2CCOCC2)Cc2c(-c3cccc(C(N)=O)c3)ccnc2O1 (configuration not stated)	0.9	0	13	-2
26	Cc1cc(C)n(-c2ccc(C(=O)N3CCN(S(=O)(=O)c4ccc(Cl)cc4)CC3)cc2)n1	3.0	-3	2	9
27	COc1ccc([C@@H]2C[C@H]3[C@@H](CN2S(=O)(=O)c2ccccc2)C(=O)C[C@@H](c2ccc(OC)cc2)N3S(=O)(=O)c2ccccc2)cc1	-0.6	.	1	0
28	COc1ccc(CCNC(=O)COc2ncnc3cc([N+](=O)[O-])ccc23)cc1	.	6	0	-2
29	CCCCn1c(-c2sccc2C)n[nH]c1=S	-1.4	3	2	-5
30	O=C(O)CCC(=O)Nc1ccccc1C(=O)N1CCN(c2ccc(Cl)cc2)CC1	0.7	-2	2	-2

nr	miR122 inh	ERp5 block	DENV2 CPE
16	-2[16.7 µM]	-2	-1
17	.	-1	-5
18	-7	3	?
19	6	7	-4
20	.	1	-5
21	.	4	-5
22	.	6	.
23	-2[16.7 µM]	2	-5
24	-5	-10	-6
25	-8	0	1
26	-5	0	0
27	-1	-1	11
28	.	0	-2
29	.	3	0
30	-7	3	0

(next part)
nr	mol	CFTR F508del cor	ERAP1 HTS inh	CASP6 VEID inh	SIRT5 inh
31	Cc1onc(-c2ccccc2)c1C1=N/C(=C\c2ccccc2F)C(=O)O1	.	-10	1	-4
32	COc1ccc(NC(=O)Nc2ccc3c(c2)C(=O)N([C@@H](C)CO)C[C@@H](C)[C@@H](CN(C)S(=O)(=O)c2ccccc2)OCCCC[C@@H](C)O3)cc1	-2.0	-2	2	13
33	CCC(C)[C@H](NC(=O)Nc1ccc(C)cc1C)C(=O)O (some centres not stated)	-0.6	-2	0	-11
34	Cc1cccnc1C(NC(=O)C1CCN(Cc2ccc3ccccc3n2)CC1)c1ccc(Cl)cc1 (configuration not stated)	3.0	5	-1	-8
35	CCOC(=O)C1=C(CS(=O)(=O)c2ccc(C)cc2)NC(=O)NC1c1cc(OC)c(OC)c(OC)c1 (configuration not stated)	-1.5	0	1	1
36	Cc1cccc(N(C)C(=S)Oc2ccc3ccccc3c2)c1	1.5	-3	.	0
37	COc1ccccc1C1C(C#N)=C(N)N(N(C)C)C2=C1C(=O)CC(C)(C)C2 (configuration not stated)	-0.8	0	2	0
38	Fc1ccc2cc(-c3ccsc3)ncc2c1	2.3	2	2	.
39	CO[C@@H]1CN(C)C(=O)c2cc(NC(=O)C3CC3)ccc2OC[C@@H](C)N(C(=O)c2ccncc2)C[C@@H]1C	2.4	3	1	4
40	COc1nc(N(C)C)nc(N(C)c2cc(Cl)cc(Cl)c2)n1	3.6	-1	-11	-12
41	Cc1nnc(-c2ccc(Oc3ccc(Br)cc3)c([N+](=O)[O-])c2)o1	.	-3	0	5
42	C=CCn1c(O)c(N=Nc2ccccc2C)c2ccccc21	2.7	1	-1	-3
43	CCOC(=O)C1=CCN(S(=O)(=O)c2ccc(C)cc2)[C@H]1c1ccccc1Cl	-1.2	-3	-2	0
44	Cc1ccccc1S(=O)(=O)N1CC(=O)N2[C@H](CO)[C@H](c3ccc(C#Cc4ccccc4)cc3)[C@H]2C1	5.6	0	1	-1
45	CC(=O)N=c1scc(-c2ccccc2)n1-c1cccc(O)c1	-1.1	1	3	-3

nr	miR122 inh	ERp5 block	DENV2 CPE
31	.	3	-5
32	-5[16.7 µM]	3	66*
33	-17	3	3
34	-7	5	?
35	-6	-2	-8
36	-7	4	-4
37	.	0	4
38	-5	2	-14
39	-11[16.7 µM]	1	-3
40	.	1	-5
41	.	-1	-2
42	.	-11	1
43	-2	0	-1
44	.	-1	24*
45	-32	1	3

Record cards, as listed above. Order of screens: CFTR F508del cor	ERAP1 HTS inh	CASP6 VEID inh	SIRT5 inh	miR122 inh	ERp5 block	DENV2 CPE
Record of CCOC(=O)C1=C(CS(=O)(=O)c2ccc(C)cc2)NC(=O)NC1c1cc(OC)c(OC)c(OC)c1 (configuration not stated) : -1.5	0	1	1	-6	-2	-8
Record of Cc1nnc(-c2ccc(Oc3ccc(Br)cc3)c([N+](=O)[O-])c2)o1 : .	-3	0	5	.	-1	-2

New compounds follow:
nr	mol	CFTR F508del cor	ERAP1 HTS inh	CASP6 VEID inh	SIRT5 inh
46	O=C1CSC(c2ccccc2)N1c1ccccc1 (configuration not stated)	-0.8	0	-3	-2
47	COc1cc(C(=O)Nc2scc(-c3ccc(C)cc3)c2C(=O)O)cc(OC)c1OC	-4.8	2	-1	1
48	C[C@@H]1CCCCO[C@@H](CN(C)C(=O)Nc2cccc3ccccc23)[C@@H](C)CN([C@H](C)CO)C(=O)c2cc(NC(=O)c3ccccc3)ccc2O1	-0.7	0	4	5
49	COCCCNC(=S)Nc1cccc(SC)c1	-1.1	.	-2	-2
50	CC(C)(C)c1ccc(CNC(=O)c2ccc3c(c2)NC(=O)CO3)cc1	-1.3	-3	0	1
51	CSc1ccccc1C(=O)N1CCc2ccccc2C1	0.0	-2	0	1
52	CCOC(=O)c1cnc(SCC(=O)N2CCN(C(=O)c3ccco3)CC2)nc1N	.	3	0	-1
53	COCc1nnc(NC(=O)c2cc3ccccc3o2)s1	-1.5	-2	0	1
54	CCC1CCCCN1C(=O)c1cc(-c2ccc(Cl)c(Cl)c2)on1 (configuration not stated)	.	-1	-2	-1
55	C[C@@H]1CN([C@@H](C)CO)C(=O)c2cc(N(C)C)ccc2O[C@H]1CN(C)Cc1ccc2c(c1)OCO2	-0.3	-2	-1	-3
56	COc1ccc(CCCNC(=O)C2Cc3c(-c4cccc(C(C)=O)c4)ccnc3O2)cc1 (configuration not stated)	-1.9	1	4	-10
57	COCCn1c(SCC(=O)NCC2CCCO2)nc2c([nH]c3ccccc32)c1=O (configuration not stated)	1.2	0	-6	-2
58	C[C@H](CO)N1C[C@H](C)[C@@H](CN(C)Cc2cncnc2)Oc2cc(-c3cncnc3)ccc2S1(=O)=O	1.2	2	1	-1
59	CC(C)(OC(=O)c1ccc(F)cc1)c1cc2ccccc2c(=O)o1	0.4	0	0	.
60	CCC(=O)Nc1ccc(NC(=O)CSc2nnc(-c3ccco3)n2CC)cc1	-1.8	1	-1	-1

nr	miR122 inh	ERp5 block	DENV2 CPE
46	.	2	1
47	-7	-1	0
48	5[16.7 µM]	-6	-18
49	.	9	7
50	.	4	-3
51	-3	2	8
52	-14	-1	.
53	2	-6	2
54	-3	0	.
55	-6[16.7 µM]	0	-8
56	0	-5	8
57	-7	8	-4
58	-6[16.7 µM]	-4	?
59	-1	3	16
60	-3	3	-3

Carrying on:
nr	mol	CFTR F508del cor	ERAP1 HTS inh	CASP6 VEID inh	SIRT5 inh
61	Cc1ccc(C2=NS(=O)(=O)N(C)C(C(=O)N(C)C3CCCCC3)=C2)cc1	2.2	4	-1	2
62	CN1CCN(C(=O)c2cc3c(c(-c4cccc(Br)c4)n2)[C@H](CCO)N([S@@](=O)C(C)(C)C)C3)CC1	-1.6	1	-6	2
63	CCCCOc1ccc(/C=N/NC(=O)c2nnn(-c3nonc3N)c2CN2CCCCCC2)cc1	-0.6	0	-3	.
64	CCCNC(=O)C1(C)CCCN(C(=O)Cc2cccc(OC)c2)C1 (configuration not stated)	5.2	2	2	13
65	Cc1cc(C(=O)N2CCCC(N3CCN(c4ccccc4C)CC3)C2)no1 (configuration not stated)	-1.3	0	2	1
66	CCCCN(Cc1nc2ccccc2c(=O)[nH]1)C(=O)c1nn(C)c(=O)c2ccccc12	-1.1	2	-1	-4
67	CCC1Oc2ccccc2N(CC(=O)NCCCN2CCN(c3ccc(OC)cc3)CC2)C1=O (configuration not stated)	-1.8	4	-11	-2

nr	miR122 inh	ERp5 block	DENV2 CPE
61	5	-8	6
62	.	-3	15
63	.	-3	1
64	-2	-7	0
65	-2	-2	-6
66	.	5	6
67	4	-6	11
